# PI4K2A block = PI4K2A (human) kinase inhibition | activity change, negative = inhibition, % at 76.9 µM | purified PI4K2A, ADP-Glo luminescence, 1 h; active compounds read low | 420,000 compounds, 0.13% hits | Q9BTU6; in the data active = activity change below about -50%; inconclusive = mostly about -30% to -49%;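 note: -100% = wells without enzyme as full effect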
#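 In this quantitative HTS, ADP production by PI4K2A was quantified luminescently after 1 h at ambient temperature; 100 microM adenosine served as plate-quality control.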
# Pin1 inh = blocks the human prolyl isomerase Pin1; Q13526; Pin1 FP peptide displacement, HiFluor488, 10 min; Potency, µM (titrated, usually from 115 µM), without a hit: at the highest dose activity, negative = inhibition, usual class: inhibitors; 390,000 compounds, 0.009% hits; AID 504891; active = well fitted inhibition curve with a large enough effect in the polarisation, with a control signal flat, not every such curve was filed as active; inconclusive = small, poorly fitted or top-dose-only effect, or effect the other way, or a change in a side signal; inactive = no such curve, though single readings can be large or run the other way; the % refers to the polarisation; note: potency is the fitted concentration of half-maximal effect; % is set by controls: 0 for no effect and ±100 for the full control effect
# Target sequence (Q13526 whole entry, looked up): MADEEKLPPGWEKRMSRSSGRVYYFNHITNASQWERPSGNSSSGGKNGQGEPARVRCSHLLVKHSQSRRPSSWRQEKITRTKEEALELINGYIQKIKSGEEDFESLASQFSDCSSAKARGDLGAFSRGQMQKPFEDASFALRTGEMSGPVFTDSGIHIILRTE
# USP1-UAF1 inh = inhibitors of human USP1/UAF1 deubiquitinase | 390,000 compounds, 0.23% hits | Potency, µM (doses to about 57.1 µM), for inactives: top-dose activity change, negative = inhibition, most hits filed as inhibitors | recombinant USP1/UAF1, Ub-Rhodamine cleavage fluorescence | O94782 | AID 743255; note: potency is the fitted concentration of half-maximal effect; % is set by controls: 0 for no effect and ±100 for the full control effect; nearly all actives have a fitted effect of over 60% in size; inactives centre near -12
# Target sequence (O94782 whole entry, looked up): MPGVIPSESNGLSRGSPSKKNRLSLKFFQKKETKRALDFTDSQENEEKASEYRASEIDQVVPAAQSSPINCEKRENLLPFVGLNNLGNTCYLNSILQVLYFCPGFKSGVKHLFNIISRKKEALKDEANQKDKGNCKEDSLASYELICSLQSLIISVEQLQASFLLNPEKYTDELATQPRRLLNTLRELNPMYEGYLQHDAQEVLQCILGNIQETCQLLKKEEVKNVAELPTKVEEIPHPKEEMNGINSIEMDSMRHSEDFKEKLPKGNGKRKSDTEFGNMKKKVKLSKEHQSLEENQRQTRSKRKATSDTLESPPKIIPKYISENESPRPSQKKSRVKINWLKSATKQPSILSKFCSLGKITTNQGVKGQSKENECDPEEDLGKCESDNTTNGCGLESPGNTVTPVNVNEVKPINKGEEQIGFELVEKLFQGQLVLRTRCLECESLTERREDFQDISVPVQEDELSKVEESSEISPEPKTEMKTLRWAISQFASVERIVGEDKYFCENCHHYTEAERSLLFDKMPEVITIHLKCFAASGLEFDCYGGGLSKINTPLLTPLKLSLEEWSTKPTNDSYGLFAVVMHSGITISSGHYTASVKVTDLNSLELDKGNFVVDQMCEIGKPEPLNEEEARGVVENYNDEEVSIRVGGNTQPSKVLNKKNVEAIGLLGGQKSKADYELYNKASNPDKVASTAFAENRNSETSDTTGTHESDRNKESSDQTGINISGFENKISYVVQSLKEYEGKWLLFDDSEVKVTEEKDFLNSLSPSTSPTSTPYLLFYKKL
#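 USP1/UAF1 complex at 1 nM was preincubated with compound for 15 min at room temperature, then Ub-Rho substrate (150nM final) was added. Fluorescence (480/540 nm) was read kinetically, 6 reads every 60 seconds.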
# PGK inhibitor = blocks T. brucei phosphoglycerate kinase | PGK/GAPDH coupled, Kinase-Glo luminescence, 60 min | Potency, µM (highest dose often 57.5 µM), without a hit: top-dose activity change, negative = inhibition, usual class: inhibitors | 380,000 compounds, 0.043% hits | AID 602233; note: potency is the fitted concentration of half-maximal effect; % is set by controls: 0 for no effect and ±100 for the full control effect; nearly all actives have a fitted effect of over 60% in size
#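 Luminescent ATP detection (Kinase-Glo Plus) follows a 60-minute room-temperature incubation, with wells lacking PGK as controls. Buffer: 100 mM TEA (pH 7.6), 5 mM MgCl2, 0.01% Tween-20. Coupling enzyme GAPDH (100 nM final) supplies unstable 1,3-BPG in-well.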
# mIDH1 inhibitor = human IDH1 R132H inhibition; O75874; IDH1-R132H enzyme, NADPH consumption, diaphorase/resazurin fluorescence; Potency, µM (top dose mostly 76.6 µM), for inactives: top-dose activity change, negative = inhibition, usual class: inhibitors; 390,000 compounds, 0.093% hits; note: potency is the fitted concentration of half-maximal effect; % is set by controls: 0 for no effect and ±100 for the full control effect; nearly all actives have a fitted effect of over 65% in size
#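 IDH1-R132H (0.5 ug/mL) preincubated 30 min with compound, then NADPH (0.016 mM) and alpha-KG (2 mM) added; 80 min at RT, pH 7.5. Remaining NADPH coupled via diaphorase/resazurin to fluorescence (540/590 nm); concentration-response curves normalized to no-enzyme control.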
# GLS inh = blocks human kidney-isoform glutaminase activity; GLS enzymatic activity, qHTS titration; Potency, µM (highest dose often 45.5 µM), for inactives: at the highest dose activity change, negative = inhibition, actives largely listed as inhibitors; O94925; 410,000 compounds, 0.21% hits; AID 624170; note: potency is the fitted concentration of half-maximal effect; % is set by controls: 0 for no effect and ±100 for the full control effect
#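 Read-out is an Amplex red fluorescence increase coupled through glutamate oxidase and HRP, measured before and after 30 min room-temperature incubation. hKGA is in 45 mM KH2PO4 (pH 8.2) with 0.02% Tween-20; glutamine added as 1mM solution.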
# TrxR1 substrate = substrates of rat thioredoxin reductase 1 | 390,000 compounds, 0.01% hits | purified TrxR1 substrate turnover, NADPH consumption readout | O89049 | Potency, µM (titrated, usually from 114 µM), inactives show at the highest dose activity change, negative = substrate turnover; note: potency is the fitted concentration of half-maximal effect; % is set by controls: 0 for no effect and ±100 for the full control effect; nearly all actives have a fitted effect of over 50% in size
#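 Rat TrxR1, dispensed at 90 nM, was prereduced with 400 uM NADPH (final) for 5 min at ~22 deg C, then incubated with compound 15 min before 400 uM selenite. A first-read NADPH fluorescence drop versus no-compound background flagged substrates.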
# TrxR1 inh = rat TrxR1 inhibition. O89049. recombinant rTrxR1, NADPH fluorescence consumption, selenite substrate. Potency, µM (titrated, usually from 114 µM), without a hit: top-dose activity change, negative = inhibition, hits mostly inhibitors. 390,000 compounds, 1% hits; note: potency is the fitted concentration of half-maximal effect; % is set by controls: 0 for no effect and ±100 for the full control effect; nearly all actives have a fitted effect of over 65% in size
#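 Rat TrxR1 (90 nM in the dispensed reagent) was pre-reduced with 400 uM NADPH for 5 min at room temperature, then incubated with compound for 15 min. After 400 uM selenite was added, NADPH fluorescence (Ex 340/Em 450 nm) was followed for 8 min.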
# HP1b binding inh = blocks HP1-beta chromodomain binding to methylated histone tails; Potency, µM (titrated, usually from 114 µM), without a hit: top-dose activity change, negative = inhibition, hits mostly inhibitors; P83916; AlphaScreen HP1-beta / biotin-H3K9me3 peptide binding; AID 540317; 390,000 compounds, 0.56% hits; note: potency is the fitted concentration of half-maximal effect; nearly all actives have a fitted effect of over 70% in size; inactives centre near 23
#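 Compound inhibition of the preformed complex between 50 nM HP1-beta and 50 nM biotinylated H3K9me3 peptide was read by AlphaScreen. Buffer was PBS pH 7.4 with 0.01% Tween-20. Incubations ran 30 min at room temperature, with 10 ug/mL donor/acceptor beads.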
# Active calls of the source: *; i = inactive; ? = inconclusive; nt = no result given; [ ] = remark or other dose. Unless noted, calls come from the whole dose curve; as a rule, active = well fitted curve in the direction sought with a large enough effect; inconclusive = small, poorly fitted or top-dose-only effect, or another doubt; inactive = no such curve, though single readings can be large; an effect the other way counts as inactive or inconclusive. The list is partial; rates above refer to the full screens.
no.	mol	PI4K2A block	Pin1 inh	USP1-UAF1 inh	PGK inhibitor	mIDH1 inhibitor
1	Cc1ccc(NC(=O)Cn2nc(C(F)(F)F)c3c2CCC3)cc1C	-1.0	1.2%	?	-4.2%	-5.3%
2	CC(=O)Nc1ccc(Sc2ccccc2C(=O)N2CCCC2)cn1	-0.7	7.2%	-22.7%	-0.9%	2.9%
3	Cc1cc(-c2ccccc2)nc2cc(C(=O)Nc3ccc(Cl)c(Cl)c3)nn12	-5.7	?	-8.5%	-4.3%	0.0%
4	O=C1CC(C(=O)Nc2ccccc2)N=C(N2CCCCC2)N1 (centres undefined)	10.0	-0.3%	-3.5%	i	7.9%
5	CCOC(=O)c1sc(NC(=O)c2ccc(Br)o2)cc1C	-4.0	-1.5%	-14.7%	-7.7%	4.4%
6	O=C(CNC(=O)c1ccccc1Cl)NCCc1cccs1	2.0	4.4%	4.0%	0.9%	3.9%
7	COCCCNC(=O)C1CCC(=O)N(c2ccc3c(c2)OCO3)C1c1ccc(OC)cc1 (centres undefined)	-4.8	1.6%	-22.7%	i	-2.8%
8	CCOC(=O)c1nc(Nc2ccc(N3CCC(C)CC3)cc2)c2ccccc2n1	0.4	?	?	-7.8%	11.9%
9	O=C(Nc1ccc(Cl)c(Cl)c1)Oc1ccc(NC(=O)c2ccco2)cc1	0.8	-0.9%	-15.0%	-10.2%	1.5%
10	Cc1ccccc1CSc1nc2c(sc3ccccc32)c(=O)n1CCCOC(C)C	-3.9	-0.3%	?	i	-5.0%
11	CCCC(c1nnnn1CCC(C)C)N1CCC(C(N)=O)CC1 (centres undefined)	2.6	-8.1%	-5.5%	7.9%	-3.1%
12	COC(=O)c1ccc(C)c(NS(=O)(=O)c2ccc(OC)cc2)c1	-3.5	2.5%	-13.4%	i	5.1%
13	Cc1ccc(C2Oc3ccccc3C3=C2C(c2cccs2)n2ncnc2N3)cc1 (centres undefined)	3.3	49.2%[activator]	-10.8%	9.2%	-2.2%
14	CC1=CC(C)(C)Nc2ccc(OS(=O)(=O)c3ccc(C)cc3)cc21	-2.1	-15.2%	-19.6%	21.6%	7.9%
15	O=C(O)CCCCCn1c(SCC(=O)N2CCCC2)nc2ccsc2c1=O	2.3	1.5%	-8.7%	15.6%	0.2%

no.	GLS inh	TrxR1 substrate	TrxR1 inh	HP1b binding inh
1	8.9%	-4.4%	12.3%	41.2%[activator]
2	-0.6%	2.8%	13.5%	55.0%[activator]
3	-1.6%	20.3%	15.1%	7.9%
4	-3.9%	13.6%	26.9%	18.5%
5	8.6%	-0.3%	-1.6%	13.2%
6	-5.1%	-8.6%	-5.0%[57.1 µM]	5.7%
7	-2.9%	3.4%	14.9%	30.6%
8	14.5%	-1.7%	4.8%	?
9	13.9%	-11.6%	-32.7%	20.7%
10	-4.6%	2.8%[57.1 µM]	18.5%[57.1 µM]	104.5%[activator]
11	6.0%	8.0%	-11.9%	44.6%[activator]
12	0.4%	-3.2%	4.9%	30.4%
13	-4.9%	0.5%	-17.5%	8.9%
14	-16.9%	0.2%	-4.1%	0.1%
15	-0.9%	3.6%	13.3%	26.1%

# Ordered by the number under HP1b binding inh (lowest first): three from the list above
item	Molecule	PI4K2A block	Pin1 inh	USP1-UAF1 inh	PGK inhibitor	GLS inh	TrxR1 substrate	TrxR1 inh	HP1b binding inh
6	O=C(CNC(=O)c1ccccc1Cl)NCCc1cccs1	2.0	4.4%	4.0%	0.9%	-5.1%	-8.6%	-5.0%[57.1 µM]	5.7%
9	O=C(Nc1ccc(Cl)c(Cl)c1)Oc1ccc(NC(=O)c2ccco2)cc1	0.8	-0.9%	-15.0%	-10.2%	13.9%	-11.6%	-32.7%	20.7%
15	O=C(O)CCCCCn1c(SCC(=O)N2CCCC2)nc2ccsc2c1=O	2.3	1.5%	-8.7%	15.6%	-0.9%	3.6%	13.3%	26.1%

# The results go on:
no.	mol	PI4K2A block	Pin1 inh	USP1-UAF1 inh	PGK inhibitor	mIDH1 inhibitor
16	COCCn1c(SCc2nc3ccccc3c(=O)[nH]2)nc2ccccc2c1=O	2.7	6.5%	-0.2%	-5.8%	-7.3%
17	CSc1nc(-c2ccccc2)c(C#N)c(=O)[nH]1	4.3	3.5%	-21.0%	-7.5%	-2.5%
18	C[C@H](CO)N1C[C@H](C)[C@@H](CN(C)C(=O)NC2CCCCC2)Oc2ccc(NC(=O)Cc3ccccc3)cc2C1=O	-5.1	1.4%	-25.9%	-8.3%	-4.1%
19	Cc1nnc(NC(=O)CSc2n[nH]c(-c3ccccc3)n2)s1	6.1	-2.0%	-8.5%	-2.0%	-4.4%
20	CCN(CC)c1ccc(N2C(=O)/C(=C/c3cccnc3)SC2=S)cc1	-0.1	-0.1%	-9.0%	i	3.0%
21	Cc1ccc(S(=O)(=O)n2c3ccc(Cl)cc3c3nc(C)sc32)cc1	0.4	9.0%	-18.4%	-9.8%	-8.8%
22	Cc1oc(-c2ccc(C(=O)NCc3ccccc3)cc2)nc1CN1CCc2ccccc21	3.1	3.1%	-14.0%	0.2%	-4.0%
23	CC1(c2ccc([N+](=O)[O-])cc2)Nc2ccccc2S1 (centres undefined)	-5.7	-1.9%	-33.3%	i	-3.6%
24	CC(O)C1CCC2C3CCC4CC(O)CCC4(C)C3C(=O)CC12C (centres undefined)	-4.6	-12.2%	-22.8%	-7.0%	4.9%
25	CCN(C(=O)COC(=O)c1cccs1)c1c(N)n(Cc2ccccc2)c(=O)[nH]c1=O	0.7	-3.8%	-2.9%	-0.5%	0.9%
26	CCOC(=O)C1(Cc2cccc(F)c2)CCN(CC2CC2)CC1	0.0	0.6%	-13.4%	-4.9%	0.0%
27	CN(C)N=Nc1ccc(S(=O)(=O)N2CCSC2C(=O)O)cc1 (centres undefined)	0.8	-15.2%	1.7%	-20.4%	-3.6%
28	Cc1cc(C(=O)NC(C)CCC(C)C)c2ccccc2n1 (centres undefined)	-2.3	-3.8%	-12.3%	-6.9%	4.5%
29	CCOc1ccc(Br)cc1C1=CC(=O)C[C@H](c2ccc(OC)cc2)C1	-1.2	?	?	7.6%	-8.5%[38.3 µM]
30	Cn1ccc(NC(=O)Nc2cccc(C(F)(F)F)c2)n1	2.0	0.3%	-9.2%	5.7%	5.6%

no.	GLS inh	TrxR1 substrate	TrxR1 inh	HP1b binding inh
16	-0.3%	-5.5%	2.7%[57.1 µM]	20.3%
17	61.0%[activator]	-6.4%	-2.7%	-18.0%
18	-6.0%	1.2%	8.3%	45.8%[activator]
19	-6.4%	-11.1%	?	26.9%
20	-4.2%	-1.1%	-6.9%	?
21	5.6%	-4.4%	17.5%	-7.6%
22	17.2%	1.1%[57.1 µM]	5.1%[57.1 µM]	-3.4%
23	6.9%	-6.5%	49.2%[activator]	?
24	1.0%	3.3%	2.8%	52.3%[activator]
25	-8.3%	-1.5%	6.3%	38.7%
26	-1.4%	4.2%	21.2%	26.2%
27	-0.4%	-16.2%	-8.2%	23.2%
28	5.9%	2.1%	1.1%	37.6%[activator]
29	-2.1%	-8.2%	-1.6%	46.2%[activator]
30	-1.1%	-0.8%	10.0%	28.7%

# The list goes on:
no.	mol	PI4K2A block	Pin1 inh	USP1-UAF1 inh	PGK inhibitor	mIDH1 inhibitor
31	Cc1cccc(C(=O)N2CCc3cc(CNS(=O)(=O)c4ccc(F)c(Cl)c4)ccc32)c1	-2.9	-0.1%	?	3.7%	-14.1%
32	CSC1=NNC(c2ccc(C(C)(C)C)cc2)=NN1	7.0	0.2%	-23.7%	-5.3%	-3.7%
33	Cc1ccc[n+](-c2nc([O-])sc2C=O)c1	1.0	nt	28.2µM*	-11.5%	4.6%
34	COc1ccc(CC(=O)NC(=S)Nc2cccc(CO)c2)cc1	-4.8	-0.1%	-24.8%	-6.6%	5.3%
35	COC(=O)c1ccc(S(=O)(=O)N2CCN(CCO)CC2)n1C	-9.4	-6.4%	-11.2%	-8.6%	5.9%
36	COCCn1c(COc2cccc(OC)c2)nnc1SCC(=O)NC1CCCCC1	-5.4	1.2%	-9.4%	-6.9%	-11.3%
37	COc1ccccc1C(=O)Nc1ccc(S(=O)(=O)Nc2onc(C)c2C)cc1	-3.8	1.4%	-23.3%	1.2%	0.2%
38	COC(=O)Cc1ccc(NC(=O)c2cccs2)cc1	-0.4	-5.4%	-14.6%	-2.2%	5.3%
39	Cc1cc(Br)ccc1NC(=O)CNC(=O)CNc1cccc([N+](=O)[O-])c1	-1.1	23.4%	-7.1%	-8.6%	12.5%
40	OCC1CCCN(Cc2cn(Cc3ccccc3)nc2-c2cc3ccccc3o2)C1 (centres undefined)	4.1	2.1%	-8.3%	0.4%	-7.0%

no.	GLS inh	TrxR1 substrate	TrxR1 inh	HP1b binding inh
31	3.5%	0.3%[57.1 µM]	9.9%[57.1 µM]	35.1%[57 µM]
32	-6.0%	-6.3%	-6.2%	36.2%
33	-3.3%	5.8%[57.1 µM]	9.2%[57.1 µM]	-15.0%
34	5.9%	9.0%	-1.4%	41.7%[activator]
35	1.2%	9.1%[57.1 µM]	28.2%[57.1 µM]	15.7%
36	-6.4%	4.2%[57.1 µM]	17.3%[57.1 µM]	33.6%[activator]
37	12.4%	7.2%	22.8%	34.6%
38	0.1%	4.6%[57.1 µM]	-2.0%[57.1 µM]	52.0%[activator]
39	1.7%	4.1%	7.4%	54.2%[activator]
40	8.7%	-2.1%	15.9%	18.8%
